High-throughput results from PubChem BioAssay.
PI5P4K alpha inh = PI5P4K alpha (human) kinase inhibition; AID 652105; 330,000 compounds, 1.2% hits; max response, %; PI5P4Kalpha enzyme, ADP-Glo luminescence, 60 min; stronger effect = lower value; P48426; active = max response of -50% or lower; inconclusive = between -30% and -50%; inactive = -30% or higher; note: value at the top dose of about 77 µM; % is set by controls: 0 for no effect and ±100 for the full control effect
Target sequence (P48426 whole entry, looked up): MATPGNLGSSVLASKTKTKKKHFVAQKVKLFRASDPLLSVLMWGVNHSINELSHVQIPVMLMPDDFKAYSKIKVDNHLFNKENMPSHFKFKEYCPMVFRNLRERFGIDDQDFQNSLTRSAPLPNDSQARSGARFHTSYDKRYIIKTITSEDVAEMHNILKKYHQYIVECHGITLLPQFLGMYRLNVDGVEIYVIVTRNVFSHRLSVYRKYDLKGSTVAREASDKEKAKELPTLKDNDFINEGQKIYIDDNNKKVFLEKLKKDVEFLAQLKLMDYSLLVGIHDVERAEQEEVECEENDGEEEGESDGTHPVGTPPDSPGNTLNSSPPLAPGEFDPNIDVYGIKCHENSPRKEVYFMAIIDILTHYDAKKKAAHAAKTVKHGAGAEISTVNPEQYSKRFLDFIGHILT
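PI5P4Kalpha ADP-Glo assay; 5 microM ATP final; 60 min RT reaction; HEPES pH 7.4/EGTA/CHAPS, 5% DMSO; controls lacking substrate or enzyme; luminescent end-point.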
CCT chaperon mod = modulators of cytosolic chaperonin (CCT/TRiC) activity; purified chaperonin ATPase assay, HTRF ADP detection, 30 min; activity change, % (test concentration not listed), hits read low; 360,000 compounds, 0.3% hits; AID 651819; in the data active = activity change below about -30%; note: % is set by controls: 0 for no effect and ±100 for the full control effect
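First, chaperonin was dispensed at 40 nM or 20 nM final depending on batch activity. Next, compounds were pinned at 76 uM and ATP added at 10 uM. After 30 min at 37 °C, ADP detection reagents ran 30 min at ambient temperature.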
EPAC2 antagonist = EPAC2 (human) antagonism; Q8WZA2; EPAC2 GEF exchange of Rap1B-BODIPY-GDP, fluorescence; Potency, µM (series often up to 114 µM), for the others: at the highest dose activity, negative = inhibition, most hits filed as inhibitors; 360,000 compounds, 0.18% hits; AID 720708; note: potency is the fitted concentration of half-maximal effect; % is set by controls: 0 for no effect and ±100 for the full control effect; nearly all actives have a fitted effect of over 45% in size; many of its hits are not listed in these tables
EPAC1 ag = EPAC1 (human) agonism. AID 720707. EPAC1 agonist qHTS, biochemical assay; response scale: 100% = response to 6.5 mM cAMP. Potency, µM (series often up to 154 µM), without a hit: at the highest dose activation, most hits filed as activators. O95398. 360,000 compounds, 0.073% hits; note: potency is the fitted concentration of half-maximal effect; nearly all actives have a fitted effect of over 60% in size
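Normalized to 6.5 mM cAMP, activity reflects EPAC1-catalysed release of BODIPY-GDP from Rap1B, followed kinetically over 30 min at 480 nm excitation, 540 nm emission. Reaction contained 100 nM EPAC1, 250 nM Rap1B-BODIPY-GDP, 50 uM GDP.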
EPAC1 antag = blocks human EPAC1 exchange factor. O95398. EPAC1 GEF assay, Rap1b-BODIPY-GDP exchange fluorescence. Potency, µM (top dose mostly 115 µM), inactives show top-dose activity change, negative = inhibition, hits mostly inhibitors. 360,000 compounds, 0.14% hits. AID 720709;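 note: potency is the fitted concentration of half-maximal effect; plate controls were vehicle for no effect and positive control for full effect; nearly all actives have a fitted effect of over 50% in size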
WRN helicase inh = blocks human WRN helicase; 360,000 compounds, 0.46% hits; AID 651768; WRN helicase unwinding, fluorescent forked duplex, kinetic; Q14191; Potency, µM (doses to about 114 µM), without a hit: top-dose activity change, negative = inhibition, usual class: inhibitors; note: potency is the fitted concentration of half-maximal effect; % is set by controls: 0 for no effect and ±100 for the full control effect; nearly all actives have a fitted effect of over 55% in size
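WRN at 20 nM final was preincubated with compound for 15 min at room temperature; reaction started with 100 nM forked duplex oligonucleotide carrying fluorophore and quencher plus 2 mM ATP (final). Unwinding followed kinetically by red fluorescence (ex 525/em 598 nm).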
PLK1 PBD block = blocks phosphopeptide binding to human PLK1 polo-box domain; Plk1 PBD binding of FITC phosphopeptide, fluorescence polarization; Potency, µM, without a hit: max response, negative = inhibition, hits mostly inhibitors; 360,000 compounds, 2.8% hits; AID 720504; note: potency is the fitted concentration of half-maximal effect; series mostly up to about 57 µM; % is set by controls: 0 for no effect and ±100 for the full control effect; nearly all actives have a fitted effect of over 65% in size
Target sequence (P53350 whole entry, looked up, the tested form may be a part): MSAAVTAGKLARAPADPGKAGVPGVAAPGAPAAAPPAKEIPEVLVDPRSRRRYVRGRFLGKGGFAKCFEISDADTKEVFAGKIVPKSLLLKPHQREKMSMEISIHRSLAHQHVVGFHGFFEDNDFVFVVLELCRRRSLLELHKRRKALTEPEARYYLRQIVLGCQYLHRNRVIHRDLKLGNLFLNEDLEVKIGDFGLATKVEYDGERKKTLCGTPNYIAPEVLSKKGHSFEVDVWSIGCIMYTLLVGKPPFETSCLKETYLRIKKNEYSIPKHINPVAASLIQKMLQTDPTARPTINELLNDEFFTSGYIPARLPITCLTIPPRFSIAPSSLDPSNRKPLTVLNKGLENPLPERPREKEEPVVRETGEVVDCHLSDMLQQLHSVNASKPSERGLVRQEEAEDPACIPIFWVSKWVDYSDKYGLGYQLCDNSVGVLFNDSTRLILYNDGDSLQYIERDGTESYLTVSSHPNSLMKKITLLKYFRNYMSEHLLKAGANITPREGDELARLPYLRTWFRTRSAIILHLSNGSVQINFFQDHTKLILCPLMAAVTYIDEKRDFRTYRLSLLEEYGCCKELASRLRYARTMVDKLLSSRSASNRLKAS
Mm-Cpn inhibitor = blocks the Methanococcus maripaludis chaperonin Mm-Cpn; purified Mm-Cpn ATPase, ADP Transcreener TR-FRET; Potency, µM (doses to about 76.9 µM), for inactives: top-dose activity, negative = inhibition, usual class: inhibitors; 330,000 compounds, 0.031% hits; note: potency is the fitted concentration of half-maximal effect; % is set by controls: 0 for no effect and ±100 for the full control effect; nearly all actives have a fitted effect of over 80% in size
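Inhibition of chaperonin ATP hydrolysis is measured as reduced ADP production, detected by competitive TR-FRET in which signal falls with ADP. Final enzyme 25 nM and ATP 10 uM, reacted 30 min at 37°C.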
Starred values were filed as active, the others as inactive; ? = inconclusive; nt = no result given; [ ] = remark or other dose. Unless noted, calls come from the whole dose curve; as a rule, active = well fitted curve in the direction sought with a large enough effect; inconclusive = small, poorly fitted or top-dose-only effect, or another doubt; inactive = no such curve, though single readings can be large; an effect the other way counts as inactive or inconclusive. These rows are one share of the data; rates above refer to the full screens.

SMILES	PI5P4K alpha inh	CCT chaperon mod	EPAC2 antagonist	EPAC1 ag	EPAC1 antag	WRN helicase inh	PLK1 PBD block	Mm-Cpn inhibitor
CCN(C(=O)COC(=O)CCCc1c[nH]c2ccccc12)c1c(N)n(Cc2ccccc2)c(=O)[nH]c1=O	1	1.3	2%	2%	11%	0%	5%	nt
CCCCN1C(=O)C(CC(=O)NCc2cccc3ccccc23)CC(C(=O)N2CCCCCC2)=C1C (stereo not given)	1	-2.3	-1%	6%	8%	2%	-18%	nt
O=C(COc1ccc(Cl)cc1)NNC(=O)c1ccccc1C(=O)O	-1	-17	5%	-13%	6%	0%	3%	-3%
O=C(c1cc(COc2ccc(F)cc2Cl)on1)N(Cc1ccncc1)CC1CCCO1 (stereo not given)	0	-1.3	3%	-7%	-7%	1%	-14%	1%
Cc1nc(SCC(=O)N2CCC(Cc3ccccc3)CC2)[nH]c(=O)c1C	0	-2.3	-10%	1%	0%	-10%	-11%	-2%
COCCn1c(COc2ccc(OC)cc2)nc2ccccc21	0	-2.8	-2%	3%	5%	4%	-4%	0%
CC1(C(=O)NS(=O)(=O)c2ccc(Cl)cc2)CCN1C(=O)CC1CC1 (stereo not given)	-1	0.3	3%	-1%	-1%	2%[57.1 µM]	6%	nt
O=C(NCCc1ccccc1)C(=O)NCCC1CCCCN1S(=O)(=O)c1cccs1 (stereo not given)	1	-2.9	-4%	4%	-6%	-1%	4%	-2%
O=C(O)c1cccc(N2C(=O)c3cccnc3C2=O)c1	-11	0.2	-8%	5%	-6%	2%	-7%	nt
O=S(=O)(c1cccc(-c2nnco2)c1)N1CCCC1	5	2.3	8%	-1%	3%	4%	-2%	-1%
Cc1ccc(C)c(S(=O)(=O)N2CCN(C(=O)Cc3ccccc3)CC2)c1	-2	3.3	5%	-5%	-13%	3%	3%	2%
COc1cc(C)nc2nc(SCc3ccccc3)nn12	-18	-1.2	-1%	4%	-9%	-5%	-4%	-1%
CSc1ccc(CN(C)C(=O)c2ccc(S(=O)(=O)Nc3c(C)n(C)n(-c4ccccc4)c3=O)cc2)cc1	4	-1.7	-15%	1%	-9%	-1%	-2%	nt
O=C(Nc1cccc2ccccc12)/C(=C\c1cccc([N+](=O)[O-])c1)NC(=O)c1cccs1	-8	-1.4	-2%	-4%	-3%	18%	5%	-1%
O=S(=O)(NCc1ccco1)c1ccc(Cl)cc1Cl	-6	2.7	?	14%	-21%	-9%	-21%	0%
Cn1nc(C(=O)NNC(=O)c2ccc(Cl)c(S(N)(=O)=O)c2)c2ccccc2c1=O	-20	3.5	6%	-15%	-12%	-8%	?	1%
CCn1ccc(C(=O)Nc2ccsc2C(=O)OC)n1	0	1.2	0%	10%	-9%	-2%	-6%	-8%
CCC1CCCCN1CCCNC(=O)CN1C(=O)c2cccnc2Oc2ccc(Cl)cc21 (stereo not given)	-2	-2.2	13%	-5%	5%	8%	-7%	0%
COc1cccc(OCC(=O)Nc2ccccc2C(N)=O)c1	9	-1.5	-1%	0%	3%	-4%	-8%	-10%
CCOC(=O)N1CCN(c2c(N3CCN(c4ccccc4F)CC3)c(=O)c2=O)CC1	6	-1.6	-3%	8%	-5%	6%	-5%	0%
OC(c1ccccc1)c1nc(-c2cccs2)cs1 (stereo not given)	2	-1.8	-15%	-12%	-20%	-3%	-4%	nt
O=c1c2ccccc2ncn1Cc1nc2ccccc2s1	-6	0.8	5%	1%	6%	9%	0%	0%
CCc1nnc(NS(=O)(=O)c2ccc(N3C(=O)C4CC=C(Cl)CC4C3=O)cc2)s1 (stereo not given)	7	-3.4	1%[57.1 µM]	0%	-13%	-19%[11.6 µM]	-9%	1%
Cc1c(C(=O)OC(C)C)nnn1-c1nonc1N	0	2.5	4%	2%	6%	-4%	3%	3%
Cc1ccc(CN(C)C(=O)c2cccc(S(=O)(=O)N3CCCC3)c2)cc1	-6	-0.3	-10%	-21%	11%	17%	-2%	-2%
CCOc1ncccc1C(=O)Nc1c(C)n(C)n(-c2ccccc2)c1=O	2	0.6	1%	-5%	-3%	-11%	-2%	-4%
CCOc1ccc(NC(=O)CSc2nnc(CNC(=O)c3ccco3)o2)cc1	-1	-1.5	-3%	-3%	-8%	9%	-9%	1%
CNC(=O)c1ccsc1NC(=O)C1CCN(S(=O)(=O)c2ccc(Cl)s2)CC1	-3	-0.2	-7%	10%	3%	-4%	5%	0%
Cc1sc2nc(CN(CCc3ccccc3)C(=O)c3ccco3)[nH]c(=O)c2c1C	1	3.8	13%	6%	11%	-8%	-2%	0%
CCNC(=O)c1cc2c(=O)n3cccc(C)c3nc2n(CCc2ccccc2)c1=N	1	-2.3	-5%	1%	0%	13%	-11%	-7%
Cc1cn(C2CC(O)C(O)C(CO)O2)c(=O)[nH]c1=O (stereo not given)	-6	-0.1	7%	6%	7%	10%[57.1 µM]	3%	nt
CCCCn1nnc(NC(=S)NC(=O)c2ccc(OCC)c([N+](=O)[O-])c2)n1	-5	-0.5	4%	3%	0%	-5%	-10%	0%
CSC1=NCCN1C(=O)Cc1ccc(F)cc1	-4	-0.6	-3%	-21%	-6%	4%	-1%	1%
Cc1ccc(NC(=O)CSc2nnc(-c3ccccn3)n2N)cc1F	-1	-3.4	12%	-4%	-6%	-2%	5%	1%
CC1CCC(NC(=O)CN2C(=O)c3ccccc3S2(=O)=O)CC1 (stereo not given)	-3	-3.2	0%	-5%	-6%	2%	-5%	0%
COc1ccc(C(O)C(CC(=O)NCCCOC(C)C)C(=O)NCCCOC(C)C)cc1OC (stereo not given)	4	-1.1	-2%	7%	-1%	-1%	-5%	2%

Three of the entries above in order of their number in Mm-Cpn inhibitor, low to high:
structure | Mm-Cpn inhibitor
CCNC(=O)c1cc2c(=O)n3cccc(C)c3nc2n(CCc2ccccc2)c1=N | -7%
CC1CCC(NC(=O)CN2C(=O)c3ccccc3S2(=O)=O)CC1 (stereo not given) | 0%
COc1ccc(C(O)C(CC(=O)NCCCOC(C)C)C(=O)NCCCOC(C)C)cc1OC (stereo not given) | 2%

Further results follow:
SMILES	PI5P4K alpha inh	CCT chaperon mod	EPAC2 antagonist	EPAC1 ag	EPAC1 antag	WRN helicase inh	PLK1 PBD block	Mm-Cpn inhibitor
C[C@@H](O)c1nc2ccccc2n1N	2	-0.6	2%	-2%	2%	-2%	-2%	2%
O=C(CNC(=O)c1cccs1)c1ccc(Br)cc1	-5	-2.1	-8%	-6%	-1%	-9%	-1%	1%
Cc1ccccc1C(=O)N1CCN(c2ncccn2)CC1	2	0.4	-3%	-1%	-2%	-25%	-8%	1%
NC(=O)c1nsc(C(=O)N(Cc2ccccc2F)C(C(=O)NCC2CCCO2)c2ccc(F)cc2)c1N (stereo not given)	0	0.3	-6%	-8%	-8%	-6%	-6%	1%
CCCN(CC(=O)Nc1ccccc1C)C(=O)CCl	3	-1.4	-8%	2%	0%	-9%	?	6%
CN(Cc1ccccc1)C(=O)COC(=O)/C=C/c1ccco1	?	1.9	7%	5%	3%	-13%	-18%	0%
Cc1ccc(CNC(=O)CCNS(=O)(=O)c2cccc3nsnc23)cc1	-2	-1.7	3%	7%	4%	-4%	-11%	0%
Cc1ccc2c(c1)/C(=N/OS(=O)(=O)c1ccccc1)CCS2	1	-0.9	5%	1%	8%	12%	-7%	nt
CC(=O)c1cccc(Nc2nc(-c3sc(N)nc3C)cs2)c1	?	-1.4	-15%	-2%	-27%	-29%	21µM*	-1%
Cc1cccc(C)c1N1C(=O)CC(Sc2ccccc2N)C1=O (stereo not given)	4	1.6	8%	-7%	11%	21%	?	nt
CCCCCN(C(=O)CCCSc1nncs1)c1c(N)n(CCCC)c(=O)[nH]c1=O	7	-0.1	2%	1%	-1%	-2%	2%	-1%
Cc1cc2c3c(c1)C1(C(=O)N3C(C)(C)CC2C)C(C#N)=C(N)Oc2cc(O)ccc21 (stereo not given)	nt	-7.3	-14%	22%	-2%	-4%	-7%	1%
COc1ccc(NC(=O)c2ccc(C#CC(C)(C)O)cc2)cc1	-5	1.5	5%	-13%	7%	0%	-1%	-1%
CN(C)CCNC(=O)c1cc2cc(Br)ccc2oc1=O	nt	-4.7	-2%	2%	-3%	-3%	-16%	0%
CC1(CSc2ccccc2)CC(=O)N1 (stereo not given)	2	-2.3	-1%	9%	1%	-11%	-4%	nt
CCC1=NC(c2ccc(OC)cc2)N(O)C1(C)C (stereo not given)	3	-5.1	1%	1%	12%	5%	-1%	1%
Cc1cccc(C(O)c2ncc(-c3ccc4ccccc4c3)[nH]2)c1C (stereo not given)	0	-0.9	-23%	6%	8%	-8%	-9%	nt
CCCn1c(NCc2ccco2)nc2c1c(=O)n(C)c(=O)n2C	?	0.3	0%	1%	8%	-9%[57.1 µM]	-7%	0%
Cn1c(=O)n(C)c2cc(NC(=O)c3cccc([N+](=O)[O-])c3)c(Br)cc21	7	-1.0	?	0%	?	-3%	-15%	0%
Cc1ccc(C)c(NC(=O)c2ccc3ccccc3n2)c1	1	0.8	-2%	9%	-8%	-6%	-2%	0%
CCN(C(=O)COC(=O)c1ccc(OC)c(S(=O)(=O)N(C)Cc2ccccc2)c1)C1CCS(=O)(=O)C1 (stereo not given)	0	1.8	-11%	-2%	?	-9%	0%	-1%
CCC(C)NC(=O)CC(NS(=O)(=O)c1ccc(NC(C)=O)cc1)C(C)C (stereo not given)	0	-12	10%	10%	6%	5%	-10%	-2%
Cn1nnnc1Sc1ncnc2scc(-c3ccccc3)c12	-52*	-0.8	5%	-4%	-26%	-17%	-7%	-5%
CCCCN1C(=O)Nc2ccccc2S1(=O)=O	17	1.5	7%	-10%	10%	-2%	3%	3%
Cc1ccccc1NC(=O)C1C2CCCCC21 (stereo not given)	-6	-1.6	0%	16%	-6%	3%	-11%	0%
CC(C)CC(=O)Nc1ccnn1C1CCN(C(=O)c2ccc(F)cc2Cl)CC1	-7	-0.3	-2%	7%	-3%	-19%	-4%	-1%
CCC(C)[C@H](NC(=O)OC(C)(C)C)C(=O)NCC1CCC(C(=O)N[C@@H](Cc2ccccc2)C(=O)O)CC1 (stereo not given in full)	1	0.2	-3%	7%	10%	3%	-3%	-1%

One compound at a time, from the list above. Order of screens: PI5P4K alpha inh	CCT chaperon mod	EPAC2 antagonist	EPAC1 ag	EPAC1 antag	WRN helicase inh	PLK1 PBD block	Mm-Cpn inhibitor
Profile of CC(C)CC(=O)Nc1ccnn1C1CCN(C(=O)c2ccc(F)cc2Cl)CC1 : -7	-0.3	-2%	7%	-3%	-19%	-4%	-1%
Profile of CCCCN1C(=O)Nc2ccccc2S1(=O)=O : 17	1.5	7%	-10%	10%	-2%	3%	3%
